F508del corr: CFTR F508del correction in bronchial cells. CFBE cells, YFP halide quenching; stimulated with forskolin plus potentiator P3; % fluorescence drop versus neutral controls. AID 720511. activity (quench increase), % at 7.58 µM. 0.36% of 350,000 active;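 active = mean added fluorescence quench of at least 8% versus neutral control, with both replicates also reaching 8%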;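 note: cells transiently co-express mutant CFTR-F508del with the halide-sensitive YFP; corrector assay measuring rescue of mutant channel to the surface after 24 h compound exposure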
miR-122 sensor: miR-122 inhibition in Huh7 cells | activation (reporter increase), % at 12.5 µM | 0.3% of 340,000 active | Huh7 miR-122 Renilla luciferase sensor, 48 h; neutral wells = 0, positive control = 100;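 active = mean replicate activation score at least 90 and every replicate individually at or above 90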;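 note: higher luciferase means less miR-122 activity so hits act as miR-122 inhibitors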
INS-1E GSIS act: primary screen for activators of insulin secretion dependent on glucose, INS-1E cells, GLuc reporter luminescence; activation, % at 16.6 µM; AID 743287; 0.61% of 370,000 active; INS-1E GLuc reporter insulin secretion, 2-3 h;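 active = lowest replicate activation of at least 40%, so every replicate reaches that level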;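 note: 0% = median of neutral control wells and 100% = median of IBMX positive control wells; some compounds called inactive have numbers as strong as hits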
Cneo AK release: causes C. neoformans cell lysis; adenylate kinase release luminescence, 4 h; normalised: neutral wells 0, clomiphene wells 100; 0.2% of 360,000 active; lysis activity, % at 15 µM;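 active = mean lysis activity across replicates of at least 80%, whatever share of replicates individually reach that level; inactive = mean lysis activity below 80%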
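Material – log-phase Cryptococcus neoformans yeast cells · Input – 5 × 10^6 yeast cells/mL · Medium – fresh YPD growth medium · Doses – single compound concentration per well · Timing – static 4 h at 37 °C with compound, 1 h detection · Detection – adenylate kinase release luminescence · Read-out – signal increase indicating cell lysis · Control set – Clomiphene as positive lysis control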
FN deposit inh: fibronectin deposition inhibition; inhibition, % at 12.6 µM; AH1F fibroblasts, Alexa488-fibronectin deposition fluorescence, overnight; 0.086% of 350,000 active;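 active = mean inhibition across replicates of 30% or more, regardless of how many single replicates reach that level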;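 note: positive control wells lacked labelled fibronectin entirely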
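test system = AH1F fibroblasts assembling fluorescent fibronectin matrix | quantity = 10000 AH1F cells per well | buffer or medium = DMEM plus 2% serum, read in PBS | doses = single dose, pinned | incubation = 1 h cell attachment, overnight exposure to compound and label | detection = fluorescence at 485 nm excitation, 525 nm emission | read-out basis = inhibition from reduced deposited-fibronectin fluorescence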
C2C12 statin: suppression of simvastatin myotoxicity; 0.78% of 330,000 active; rescue of ATP level, % at 7.49 µM; C2C12 myotubes + simvastatin, ATP luminescence, 48 h; scaled: DMSO 0, geranylgeraniol control 100;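 active = mean ATP rescue above about 67%, or every replicate alone reaching that limit, limit read from the data, passing the limit was not always enough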;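 note: myotubes were challenged with 10 µM simvastatin during compound exposure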
PglD inh: blocks C. jejuni PglD acetyltransferase activity | purified PglD enzyme, DTNB colorimetric CoA detection | inhibition, % at 12.5 µM | 0.098% of 360,000 active | AID 602405; in the data active = inhibition above about 16%, passing the limit was not always enough; note: strong numbers were not always called active
PGC1a acetyl inh: modulators of PGC1a acetylation. U2OS PGC1a acetylation, AlphaScreen anti-acetyl-lysine; with virally co-expressed GCN5 acetyltransferase. inhibition, % at 15.6 µM. 0.17% of 350,000 active. AID 651687;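 active = every replicate shows inhibition of at least 40%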;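 note: 0% = neutral control wells and 100% = positive control wells; some results beyond the cut were filed as inactive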
* = called active by the depositor; x = not tested or not shown; [ ] = dose if it differs, or a comment.

SMILES	F508del corr	miR-122 sensor	INS-1E GSIS act	Cneo AK release	FN deposit inh	C2C12 statin	PglD inh	PGC1a acetyl inh
Cc1ccc(Cl)c(OCC(=O)Nc2sc(C)c(C)c2C#N)c1	-1.5	0	x	2	5	1	3	-2
CO[C@H]1CN(C)C(=O)c2cc(NS(=O)(=O)c3ccccc3C)ccc2OC[C@@H](C)N(S(C)(=O)=O)C[C@@H]1C	0.3	-12[16.7 µM]	x	-1	x	-3	-2	5
COc1ccc(S(=O)(=O)N(C)C[C@H]2OCCCC[C@@H](C)Oc3ccc(NS(=O)(=O)c4cn(C)cn4)cc3C(=O)N([C@H](C)CO)C[C@H]2C)cc1	0.4	1[16.7 µM]	-15	1	5	x	2	-8
COc1cccc(NC(=O)N(C)C[C@H]2Oc3cc(C#Cc4ccncc4)ccc3S(=O)(=O)N([C@@H](C)CO)C[C@H]2C)c1	-2.3	-5[16.7 µM]	-15	-7	x	x	1	-1
O=C(CNS(=O)(=O)c1ccccc1)Nc1ccc2c(c1)OCO2	-0.3	x	-1	x	-1	x	x	2
COC(=O)[C@@H](NC(=O)N1CCC(Cc2ccccc2)CC1)C(C)C	-1.6	-4	-4	2	-1	9	-5	-8
CC(=O)c1cccc(NC(=O)c2ccoc2C)c1	-0.6	2	6	x	4	-1	x	-10
CCOC(=O)C1=CCN(S(=O)(=O)c2ccc(F)cc2)C1c1ccccc1 (stereo unspecified)	-3.1	-9	x	7	-15	6	1	-12
Cc1ccc(-c2ccc(C3C(C#N)=C(N)Oc4n[nH]c(C)c43)o2)cc1 (stereo unspecified)	x	9	x	-6	-23	0	1	-9
CCCNC(=O)c1ccccc1NC(=O)c1ccccc1N(C)S(C)(=O)=O	x	-2	x	0	x	103*	-6	0
CC(C)NC(=O)Nc1ccc2c(c1)C(=O)N([C@H](C)CO)C[C@H](C)[C@H](CN(C)C(=O)Nc1ccccc1)OCCCC[C@@H](C)O2	-2.2	-1[16.7 µM]	4	0	0	x	-2	10
CCOc1cccc(C(=O)Nc2cccc(C(=O)NCC(C)C)c2)c1	0.9	8	-10	4	6	x	-1	4
CCCCNC(=O)c1cc(C)nn1-c1ccccc1	0.2	-5	7	-4	12	1	-4	1
Cn1ccnc1SCC(=O)c1c(N)n(C)c(=O)n(C)c1=O	0.0	-2	14	2	21	-2	0	-11
Cc1cc(C)cc(C(=O)NC(CC(N)=O)c2ccc(NC3CCCCCCCCCCC3)c([N+](=O)[O-])c2)c1 (stereo unspecified)	-2.3	-6	2	1	3	8	-2	3
Cc1ccc(OCc2nc(C#N)c(N3CCN(Cc4ccccc4)CC3)o2)cc1	x	3	x	-3	-2	31	1	15
Fc1ccccc1/C=N/n1cnnc1	x	0	x	-3	5	x	-3	x
O=C(NC1CCCc2ccccc21)c1cccc(F)c1 (stereo unspecified)	-0.6	6	-7	1	14	2	2	-2
O=C(N[C@@H]1CC[C@@H](CCNS(=O)(=O)c2cccc(Cl)c2)O[C@@H]1CO)c1ccccc1	2.3	x	6	2	x	7	-2	-7
Cc1ccccc1CNC(=O)C1CCN(c2nnc(N3CCCC3=O)s2)CC1	-1.9	x	-7	0	5	12	-4	x
O=C([C@@H]1[C@@H](CO)[C@@H]2Cn3c(cccc3=O)[C@@H]2N1CC1CCCC1)N1CCOCC1	-1.9	1[16.7 µM]	9	2	x	-9	0	1
Cc1noc(C)c1N=Nc1ccc(Br)cc1C(=O)O	-1.8	x	7	x	-1	x	x	11
O=C(NCCN1CCOCC1)N1CCOCC1	x	0	x	4	13	0	5	2
COc1ccc(C#Cc2ccc([C@H]3[C@H]4CN(C(=O)Nc5ccc(F)cc5)CCCCN4[C@H]3CO)cc2)cc1	3.5	7[16.7 µM]	21	-2	x	x	6	-16
Cn1c(=O)n(C)c2cc(NC(=O)CSc3nc4ccccc4c(=O)[nH]3)ccc21	2.5	-4	10	x	3	-4	x	3
Remaining list, next part:
SMILES	F508del corr	miR-122 sensor	INS-1E GSIS act	Cneo AK release	FN deposit inh	C2C12 statin	PglD inh	PGC1a acetyl inh
CC(=O)NC(Cc1ccccc1C)C(=O)NC1CCN(c2nnnn2-c2ccccc2)CC1 (stereo unspecified)	-0.2	x	-6	0	10	x	0	6
C/C(=N/NC(=O)CC(=O)N/N=C(\C)c1ccc([N+](=O)[O-])cc1)c1ccc([N+](=O)[O-])cc1	1.3	-14	-8	-1	6	-8	6	-7
Cc1cc(C(=O)Nc2cccc3c2O[C@@H](CN(C)S(=O)(=O)c2cn(C)cn2)[C@H](C)CN([C@@H](C)CO)C3=O)n(C)n1	-2.3	-5[16.7 µM]	1	-3	-11	-27	-3	-3
COc1ccccc1C(=O)N1C[C@H]2[C@@H](c3ccccc31)[C@@H](CO)N2C(=O)C1CCOCC1	-1.3	0[16.7 µM]	20	-1	x	3	-8	5
S=C(Nc1ccc(Cl)cc1)c1nc2ccccc2s1	x	4	x	-3	x	-48	-11	-7
OCCC1CN(Cc2ccsc2)CCN1C1CCCC1 (stereo unspecified)	0.7	0	-9	4	0	3	1	x
COc1ccc(C(=O)NCCC2=CCCCC2)cc1OC1CCN(C(C)C)CC1	1.4	0	13	0	-9	-17	-7	-22
COc1ccccc1NC(=O)c1ccc2c(c1)nnn2C	1.5	11	2	0	4	-1	-10	x
O=S(=O)(NCC[C@@H]1CC[C@@H](NS(=O)(=O)c2ccccc2Cl)[C@@H](CO)O1)c1ccc(Cl)cc1	-1.1	x	-15	-32	x	6	1	4
C/C=C/c1ccc([C@@H]2[C@@H](CO)N(CCC(F)(F)F)C23CN(C(=O)CC2CC2)C3)cc1	-2.3	x	0	x	5	x	x	-2
Cc1ccc(S(=O)(=O)N2CCN(c3ccccc3)CC2)cc1C(N)=O	1.7	x	-6	x	3	x	x	-2
CC(C)C1C(C#N)=C(N)Oc2n[nH]c(-c3cccs3)c21 (stereo unspecified)	x	-6	x	2	1	-7	-4	4
Cc1ccn2c(-c3n[nH]c(=S)n3C)c(C)nc2c1	x	-8	-1	4	-2	x	-3	4
C[C@@H]1CN([C@H](C)CO)C(=O)c2cc(NC(=O)CCC(F)(F)F)ccc2O[C@@H](C)CCCCO[C@H]1CN(C)C(=O)NC1CCCCC1	-2.8	7[16.7 µM]	-10	1	x	-15	-1	x
CC(=O)c1nc(N2C(=O)CC(Cc3ccc(C)cc3)C2=O)sc1C (stereo unspecified)	x	-6	x	-2	5	x	2	-11
CCOc1cc(/C=C2\COc3ccccc3C2=O)cc(Br)c1OCC(=O)N(C)C	-0.8	-2	-2	-1	-2	4	-2	x
NS(=O)(=O)c1ccccc1NC(=O)c1c(O)c2ccccc2[nH]c1=O	-5.2	x	-1	-6	-8	4	-7	1
C[C@@H]1CN([C@H](C)CO)C(=O)c2ccccc2-c2ccccc2CO[C@H]1CN(C)C(=O)c1ccncc1	1.2	x	-2	0	-3	x	0	-9
Cc1cccc(-c2nc3ccccc3c(=O)n2NC(=O)c2cccs2)c1	3.5	8	10	-3	3	x	-2	x
Cc1ccc(S(=O)(=O)N(C)C[C@@H]2Oc3ccc(NC(=O)Cn4cnnn4)cc3C(=O)N([C@H](C)CO)C[C@H]2C)cc1	-0.3	-1[16.7 µM]	2	2	x	-24	-4	-14
COc1ccc(S(=O)(=O)N(C)C[C@H]2Oc3c(NC(=O)C4CCOCC4)cccc3C(=O)N([C@H](C)CO)C[C@@H]2C)cc1	0.8	3[16.7 µM]	2	53	0	-12	0	0
O=C(c1ccc(C(F)(F)F)cc1)C1CCCN(C(=O)CN2CCCC2=O)C1 (stereo unspecified)	x	7	2	0	x	-6	-4	-5
COc1ccc(N(CC(=O)NCCSCc2ccccc2C)S(=O)(=O)c2ccccc2)cc1	-0.1	-1	-36	-1	x	-11	-2	x
Cc1nc(NC(=O)C23CCC(C)(C(=O)O2)C3(C)C)sc1C (stereo unspecified)	x	-3	26	-2	x	x	2	5
COc1cc(OC)c(C(=O)N2CCN(c3ccccn3)CC2)cc1OC	0.8	x	-4	0	-8	-4	-2	x
The results go on.
SMILES	F508del corr	miR-122 sensor	INS-1E GSIS act	Cneo AK release	FN deposit inh	C2C12 statin	PglD inh	PGC1a acetyl inh
CC(C)C#Cc1ccc2c(c1)O[C@H](CN(C)C(=O)CC1CC1)[C@@H](C)CN([C@H](C)CO)S2(=O)=O	-3.1	33[16.7 µM]	-17	3	-6	5	0	-1
C[C@@H]1CN([C@@H](C)CO)C(=O)c2cc(NC(=O)Cn3cnnn3)ccc2O[C@H]1CN(C)S(=O)(=O)c1cccs1	-2.6	4[16.7 µM]	9	-1	10	-14	2	-4
O=C(COc1ccccc1F)Nc1cc(S(=O)(=O)Nc2cccc(Cl)c2)ccc1O	1.3	x	x	3	-2	-4	3	-7
CN(C)S(=O)(=O)c1ccc(N2CCCC2)c(C(=O)N2CCN(S(=O)(=O)c3ccc(F)cc3)CC2)c1	-1.5	-1	-6	2	-7	13	4	6
Cc1cc(NC(=O)CCC(=O)N(CC(=O)NC2CCCC2)Cc2ccc3c(c2)OCO3)no1	-1.7	1	-7	x	-7	9	x	0
COc1ccc(C(C(=O)NC(C)(C)C)N(Cc2cccnc2)C(=O)CCC(=O)Nc2cc(C)on2)cc1 (stereo unspecified)	0.0	-4	-5	2	-3	5	3	-7
Cc1ccc(CNS(=O)(=O)c2ccc3c(c2)NC(=O)CO3)cc1	1.4	9	-2	15	-1	-19	-7	-10
COc1ccc(NC(=O)c2cc(S(=O)(=O)N3CCc4ccccc43)cn2C)c(OC)c1	x	-3	x	-2	x	9	-2	-4
CCc1ccccc1NC(=O)CN(c1ccc(OC)cc1OC)S(=O)(=O)c1ccccc1	-4.7	x	-28	-2	-2	17	-2	x
C[C@H](CO)N1C[C@H](C)[C@H](CN(C)C(=O)Nc2ccc(C(F)(F)F)cc2)Oc2ccc(NC(=O)Cc3ccccc3)cc2C1=O	-0.6	-1[16.7 µM]	-11	5	x	-30	-10	6

Arranged by length of the SMILES (lowest first): part of the list above.
SMILES	F508del corr	miR-122 sensor	INS-1E GSIS act	Cneo AK release	FN deposit inh	C2C12 statin	PglD inh	PGC1a acetyl inh
CCCCNC(=O)c1cc(C)nn1-c1ccccc1	0.2	-5	7	-4	12	1	-4	1
CC(=O)c1cccc(NC(=O)c2ccoc2C)c1	-0.6	2	6	x	4	-1	x	-10
Cc1ccc(Cl)c(OCC(=O)Nc2sc(C)c(C)c2C#N)c1	-1.5	0	x	2	5	1	3	-2
Cc1ccc(CNS(=O)(=O)c2ccc3c(c2)NC(=O)CO3)cc1	1.4	9	-2	15	-1	-19	-7	-10
COC(=O)[C@@H](NC(=O)N1CCC(Cc2ccccc2)CC1)C(C)C	-1.6	-4	-4	2	-1	9	-5	-8
O=C(COc1ccccc1F)Nc1cc(S(=O)(=O)Nc2cccc(Cl)c2)ccc1O	1.3	x	x	3	-2	-4	3	-7
COc1ccc(N(CC(=O)NCCSCc2ccccc2C)S(=O)(=O)c2ccccc2)cc1	-0.1	-1	-36	-1	x	-11	-2	x
C/C=C/c1ccc([C@@H]2[C@@H](CO)N(CCC(F)(F)F)C23CN(C(=O)CC2CC2)C3)cc1	-2.3	x	0	x	5	x	x	-2
C/C(=N/NC(=O)CC(=O)N/N=C(\C)c1ccc([N+](=O)[O-])cc1)c1ccc([N+](=O)[O-])cc1	1.3	-14	-8	-1	6	-8	6	-7
C[C@@H]1CN([C@@H](C)CO)C(=O)c2cc(NC(=O)Cn3cnnn3)ccc2O[C@H]1CN(C)S(=O)(=O)c1cccs1	-2.6	4[16.7 µM]	9	-1	10	-14	2	-4

Source: PubChem BioAssay
